Screening data: PubChem, several laboratories
IEC-6 cytotox – counter-screen for KLF5 inhibitors: cytotoxicity in IEC-6 cells | IEC-6 cytotoxicity, luminescence viability | inhibition, % at 5 µM | actives 0.78% (n = 290,000); in the data active = inhibition above about 22%;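 also: 0% = plate median of test compound wells and 100% = cytotoxic reference compound wells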
aSyn 5UTR inh – 5' untranslated region of α-synuclein, MLPCN primary screen. alpha-synuclein 5'UTR reporter, inhibitor activity. inhibition, % (tested at 7.5 µM). actives 0.82% (n = 300,000); in the data active = inhibition above about 60%; inconclusive = no clear call, values can overlap the other calls;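 also: H4 neuroglioblastoma cells stably carrying SNCA 5'UTR luciferase fusion; 0% = DMSO wells and 100% = positive control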
TRPC4 inh – blocks the mouse TRPC4 cation channel | Q9QUQ5 | HEK293 TRPC4beta/mu-opioid, DAMGO-evoked Fluo4 calcium flux; hits give low values | B-score at 10 µM | actives 0.39% (n = 300,000);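 active = B-score over 3 SD under the library average, no early fluorescence shift, positive overall ratio signal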
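material = TRPC4beta/mu-opioid receptor HEK293 cell line | probe or stimulus = sequential submaximal and maximal DAMGO stimulation | compound dosing = one concentration per compound | measured by = Fluo4 Ca2+ flux fluorescence | evaluation = integrated fluorescence ratio relative to baseline, converted to per-well B score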
TRPC4 act – opens the mouse TRPC4 cation channel; B-score at 10 µM; Q9QUQ5; actives 0.49% (n = 310,000); HEK293 TRPC4beta/mu-opioid, Fluo4 calcium fluorescence; hits give high values;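 active = B-score above 5 SD of library B-scores, and initial fluorescence ratio not above library mean plus 5 SD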;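 also: positive B-score marks a calcium rise read as TRPC4 activation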
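System – HEK293 cells stably co-expressing mouse TRPC4beta and mu-opioid receptor · Signal – Fluo4 calcium-sensitive dye fluorescence, kinetic, 1 Hz baseline · Benchmarks – buffer (low) and maximal DAMGO (high) · Read-out – B score of integrated fluorescence ratio per well · Incubation – dye loading 45 min room temperature, 110 s kinetic read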
SKKanGAS inh – SKKanGAS growth inhibition | actives 1.3% (n = 300,000) | S. pyogenes SKKanGAS, kanamycin growth, BacTiter-Glo, 6 h | inhibition, % at 7.5 µM;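 active = mean replicate score, as percent of positive control median, at least 50; inconclusive = mean below 50 but one replicate at or above 50; inactive = mean and every replicate below 50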;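 also: strain carries kanamycin resistance gene driven by streptokinase promoter and grows in 40 µg/ml kanamycin; loss of luminescence reflects streptokinase promoter inhibition or plain growth inhibition; 0% = median of DMSO wells and 100% = positive control at its reference dose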
TRPC4 potent – allosteric potentiators of mouse TRPC4 channel. Q9QUQ5. HEK293 TRPC4beta/mu-opioid, DAMGO EC20, Fluo-4 Ca2+ flux; hits give high values. B-score at 10 µM. actives 0.42% (n = 310,000). AID 2227;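 active = B-score of calcium response area above 5 SD of library B-scores, with initial fluorescence ratio within 5 SD of library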;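 also: B-score of integrated fluorescence ratio over time as area under calcium response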
KLF5 inh – kruppel-like factor 5 inhibition; DLD-1 KLF5 promoter-luciferase reporter, luminescence; inhibition, % at 5 µM; actives 0.23% (n = 290,000); AID 1700;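 active = inhibition above a per-plate limit of that plate's mean compound inhibition plus 3 SD, cut at about 60% in these data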;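 also: 0% = DMSO wells and 100% = LY294002 at 200 µM; higher means less KLF5 promoter-driven luciferase light; inactives centre near -14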
TRPC6 inhibitor – mouse TRPC6 channel inhibition. HEK293-TRPC6, membrane potential dye, ACh-evoked depolarization; hits give low values. B-score at 10 µM. actives 1.1% (n = 310,000). AID 2553;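 active = B-score under library mean minus 3 SD, initial fluorescence not abnormally high, positive integrated signal ratio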;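 also: B-score derived from integrated fluorescence ratio over the kinetic read; more negative B-score means stronger inhibition of depolarization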
Target sequence (Q61143 whole entry, looked up): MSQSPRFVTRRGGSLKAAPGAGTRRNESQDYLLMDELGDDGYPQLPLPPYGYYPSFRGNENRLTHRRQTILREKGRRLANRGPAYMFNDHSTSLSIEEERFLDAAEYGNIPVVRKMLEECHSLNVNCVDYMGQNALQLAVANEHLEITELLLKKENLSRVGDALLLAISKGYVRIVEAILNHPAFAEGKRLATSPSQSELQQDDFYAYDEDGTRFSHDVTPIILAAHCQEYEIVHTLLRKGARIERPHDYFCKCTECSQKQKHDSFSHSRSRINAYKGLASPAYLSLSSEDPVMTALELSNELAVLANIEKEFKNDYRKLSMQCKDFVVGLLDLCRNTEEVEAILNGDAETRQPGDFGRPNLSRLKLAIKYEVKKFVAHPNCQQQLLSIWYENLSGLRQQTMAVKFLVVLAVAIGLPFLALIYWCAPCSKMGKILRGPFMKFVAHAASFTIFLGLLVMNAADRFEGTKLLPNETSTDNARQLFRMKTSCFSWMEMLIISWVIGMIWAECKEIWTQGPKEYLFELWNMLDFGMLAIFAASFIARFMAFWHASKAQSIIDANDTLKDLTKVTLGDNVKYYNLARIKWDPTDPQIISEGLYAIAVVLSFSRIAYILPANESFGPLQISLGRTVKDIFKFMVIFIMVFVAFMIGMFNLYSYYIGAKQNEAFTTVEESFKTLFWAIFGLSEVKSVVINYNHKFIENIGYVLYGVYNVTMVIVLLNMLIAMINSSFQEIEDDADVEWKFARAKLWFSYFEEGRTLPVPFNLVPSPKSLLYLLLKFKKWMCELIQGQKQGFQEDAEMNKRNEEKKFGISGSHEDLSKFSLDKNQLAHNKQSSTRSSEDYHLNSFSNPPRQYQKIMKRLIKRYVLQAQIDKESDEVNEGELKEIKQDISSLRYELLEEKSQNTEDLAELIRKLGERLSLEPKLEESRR
HIF act – HIF pathway transcriptional activation | U2OS HRE-luciferase reporter, luminescence; normalized: DMSO 0%, desferrioxamine 100% | AID 1910 | actives 0.32% (n = 300,000) | activation, % at 7.5 µM (by protocol);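 active = mean activation of at least 10% of the iron chelator positive control signal, with at least half of replicates also reaching 10%; inconclusive = mean and replicate majority disagree about reaching 10%; inactive = mean and most replicates under 10%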
TRPC6 act – activates the mouse TRPC6 cation channel | HEK293-TRPC6 membrane potential dye fluorescence; hits give high values | B-score at 10 µM | AID 2550 | actives 0.13% (n = 310,000) | Q61143;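 active = B-score of the integrated fluorescence ratio above library mean plus 3 SD, and starting fluorescence ratio within library mean plus 5 SD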;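 also: higher score means more depolarization so channel activation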
MrgX1 antag – human MrgX1 receptor antagonism, primary screen | MRGX1-HEK293 calcium flux, Fluo-4, BAM8-22 antagonism; hits give low values | B-score at 10 µM | actives 1.3% (n = 310,000) | AID 588676;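 active = calcium-response B-score plate-corrected more than 3 library SD below zero, starting fluorescence within 5 deviations, no agonist response on first addition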;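 also: peak minus trough fluorescence over baseline after final BAM8-22 challenge near maximal dose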
* marks the source's active call; other numbers are inactive results.

Screening CC1(C)CC(=O)C2=C(C1)OC(N)=C(C#N)C2c1ccccc1[N+](=O)[O-] (stereo not drawn) returned IEC-6 cytotox 1, aSyn 5UTR inh -12, TRPC4 inh inactive, TRPC4 act inactive, SKKanGAS inh -7, TRPC4 potent inactive, KLF5 inh -48, TRPC6 inhibitor inactive, HIF act -0.6, TRPC6 act inactive and MrgX1 antag inactive.
COc1ccccc1NC(=O)CSc1nnc(C)n1CCc1ccccc1 was read as IEC-6 cytotox 2, aSyn 5UTR inh 0, TRPC4 inh inactive, TRPC4 act inactive, SKKanGAS inh 6, TRPC4 potent inactive, KLF5 inh 2, TRPC6 inhibitor inactive, HIF act 0.0, TRPC6 act inactive and MrgX1 antag inactive.
`O=C(CN1CCN(CCN2C(=O)c3cccc4cccc(c34)C2=O)CC1)c1ccc(F)cc1` gave IEC-6 cytotox 9, aSyn 5UTR inh -65, TRPC4 inh inactive, TRPC4 act inactive, SKKanGAS inh 4, TRPC4 potent inactive, KLF5 inh -5, TRPC6 inhibitor inactive, HIF act -0.2, TRPC6 act inactive and MrgX1 antag inactive.
`O=C(COC(=O)c1cccs1)c1ccc2c(c1)OCCO2` gave IEC-6 cytotox 0, aSyn 5UTR inh -176, TRPC4 inh inactive, TRPC4 act inactive, SKKanGAS inh 14, TRPC4 potent inactive, KLF5 inh -26, TRPC6 inhibitor inactive, HIF act -2.8, TRPC6 act inactive and MrgX1 antag inactive.
Screening CCCOC(=O)c1ccc(NC(=O)CN(C)Cc2cccs2)cc1 returned IEC-6 cytotox 0, aSyn 5UTR inh -3, TRPC4 inh inactive, TRPC4 act inactive, SKKanGAS inh 0, TRPC4 potent inactive, KLF5 inh 11, TRPC6 inhibitor inactive, HIF act -0.3, TRPC6 act inactive and MrgX1 antag inactive.
For CN1CCN(S(=O)(=O)c2ccc(SCCOc3ccccc3)nc2)CC1 the results were IEC-6 cytotox 3, aSyn 5UTR inh 6, TRPC4 inh inactive, TRPC4 act inactive, SKKanGAS inh 1, TRPC4 potent inactive, KLF5 inh -24, TRPC6 inhibitor inactive, HIF act 0.0, TRPC6 act inactive and MrgX1 antag inactive.
Cc1ccc(-c2nc3c(=O)n(C)c4ccccc4c3o2)cc1 was read as IEC-6 cytotox 9, aSyn 5UTR inh -72, TRPC4 inh inactive, TRPC4 act inactive, SKKanGAS inh 14, TRPC4 potent inactive, KLF5 inh -7, TRPC6 inhibitor inactive, HIF act 2.9, TRPC6 act inactive and MrgX1 antag inactive.
`CCC(=O)NC(=S)Nc1ccccc1C(=O)OC` gave IEC-6 cytotox -5, aSyn 5UTR inh -6, TRPC4 inh inactive, TRPC4 act inactive, SKKanGAS inh -12, TRPC4 potent inactive, KLF5 inh -22, TRPC6 inhibitor inactive, HIF act -0.4, TRPC6 act inactive and MrgX1 antag inactive.
CCN(CC)C(=O)/C(=C\c1cccc([N+](=O)[O-])c1)NC(=O)c1ccco1 was read as IEC-6 cytotox 5, aSyn 5UTR inh 12, TRPC4 inh inactive, TRPC4 act inactive, SKKanGAS inh -2, TRPC4 potent inactive, KLF5 inh -4, TRPC6 inhibitor inactive, HIF act 0.0, TRPC6 act inactive and MrgX1 antag inactive.
`C=CCNC(=O)c1ccc(-c2cccc([N+](=O)[O-])c2)o1` gave IEC-6 cytotox 6, aSyn 5UTR inh -115, TRPC4 inh inactive, TRPC4 act inactive, SKKanGAS inh -7, TRPC4 potent inactive, KLF5 inh -75, TRPC6 inhibitor inactive, HIF act 0.9, TRPC6 act inactive and MrgX1 antag inactive.
Screening CC(C)CN(C(=O)c1cccs1)C1CCS(=O)(=O)C1 (stereo not drawn) returned aSyn 5UTR inh 9, TRPC4 inh inactive, TRPC4 act inactive, SKKanGAS inh -1, TRPC4 potent inactive, TRPC6 inhibitor inactive, HIF act 1.5 and TRPC6 act inactive.
O=C(NNC(=S)NC(=O)c1ccccc1)c1cccc([N+](=O)[O-])c1 was read as IEC-6 cytotox 5, aSyn 5UTR inh -17, TRPC4 inh inactive, TRPC4 act inactive, SKKanGAS inh inconclusive, TRPC4 potent inactive, KLF5 inh 5, TRPC6 inhibitor inactive, HIF act 1.5, TRPC6 act inactive and MrgX1 antag inactive.
CCOc1ccc(/C=N/OCC(=O)Nc2cc(S(=O)(=O)N3CCOCC3)ccc2OC)cc1 was read as aSyn 5UTR inh 3, TRPC4 inh inactive, TRPC4 act inactive, SKKanGAS inh 2, TRPC4 potent inactive, TRPC6 inhibitor inactive, HIF act -0.4, TRPC6 act inactive and MrgX1 antag inactive.
For Cc1ccc(C(=O)Nc2nc3ccc(Cl)cc3s2)o1 the results were aSyn 5UTR inh -183, TRPC4 inh inactive, TRPC4 act inactive, SKKanGAS inh -5, TRPC4 potent inactive, TRPC6 inhibitor inactive, HIF act 1.9, TRPC6 act inactive and MrgX1 antag inactive.
For O=C1CCC(=O)N1OCCOc1ccccc1 the results were IEC-6 cytotox 2, aSyn 5UTR inh 5, TRPC4 inh inactive, TRPC4 act inactive, SKKanGAS inh -6, TRPC4 potent inactive, KLF5 inh -30, TRPC6 inhibitor inactive, HIF act 0.6, TRPC6 act inactive and MrgX1 antag inactive.
CCN(Cc1ccncc1)C(=S)NCc1ccccc1 was read as IEC-6 cytotox 2, aSyn 5UTR inh 32, TRPC4 inh inactive, TRPC4 act inactive, SKKanGAS inh 2, TRPC4 potent inactive, KLF5 inh 14, TRPC6 inhibitor inactive, HIF act 0.2, TRPC6 act inactive and MrgX1 antag inactive.
`O=C(O)C1CC(=O)N(Cc2ccccc2)C1` (stereo not drawn) gave IEC-6 cytotox 2, aSyn 5UTR inh 12, TRPC4 inh inactive, TRPC4 act inactive, SKKanGAS inh 2, TRPC4 potent inactive, KLF5 inh 4, TRPC6 inhibitor inactive, HIF act -0.7, TRPC6 act inactive and MrgX1 antag inactive.
`CCCNC(=O)CS(=O)(=O)Cc1nc(-c2ccccc2C)oc1C` gave IEC-6 cytotox -5, aSyn 5UTR inh 14, TRPC4 inh inactive, TRPC4 act inactive, SKKanGAS inh -4, TRPC4 potent inactive, KLF5 inh -13, TRPC6 inhibitor inactive, HIF act -0.3, TRPC6 act inactive and MrgX1 antag inactive.
CCc1ccc(S(=O)(=O)NCc2csc(-c3cccnc3)n2)s1 was read as IEC-6 cytotox 8, aSyn 5UTR inh -45, TRPC4 inh inactive, TRPC4 act inactive, SKKanGAS inh -2, TRPC4 potent inactive, KLF5 inh -4, TRPC6 inhibitor inactive, HIF act -0.4, TRPC6 act inactive and MrgX1 antag inactive.
Screening COc1ccc(C(=O)C(c2ccccc2)N2CCOCC2)cc1 (stereo not drawn) returned IEC-6 cytotox -4, aSyn 5UTR inh -21, TRPC4 inh inactive, TRPC4 act inactive, SKKanGAS inh 8, TRPC4 potent inactive, KLF5 inh -22, TRPC6 inhibitor inactive, HIF act 0.1, TRPC6 act inactive and MrgX1 antag inactive.
Screening N#Cc1sc2nc3c(c(-c4cccnc4)c2c1N)CCC3 returned IEC-6 cytotox -3, aSyn 5UTR inh 7, TRPC4 inh inactive, TRPC4 act inactive, SKKanGAS inh -6, TRPC4 potent inactive, KLF5 inh -5, TRPC6 inhibitor inactive, HIF act -0.5, TRPC6 act inactive and MrgX1 antag inactive.
Cc1c(C)c(C)c(C(=O)CCc2cccc(NC(=O)CCC(=O)O)c2)c(C)c1C was read as IEC-6 cytotox 5, aSyn 5UTR inh 12, TRPC4 inh inactive, TRPC4 act inactive, SKKanGAS inh 21, TRPC4 potent inactive, KLF5 inh 4, TRPC6 inhibitor inactive, HIF act 1.9, TRPC6 act inactive and MrgX1 antag inactive.
`O=C(NC1CCCCC1)c1ccc(CNc2c(N3CCOCC3)c(=O)c2=O)cc1` gave IEC-6 cytotox -7, aSyn 5UTR inh 2, TRPC4 inh inactive, TRPC4 act inactive, SKKanGAS inh 0, TRPC4 potent inactive, KLF5 inh -19, TRPC6 inhibitor inactive, HIF act -0.1, TRPC6 act inactive and MrgX1 antag inactive.
Screening Cc1cccc(NC(=O)CCCN2C(=S)NC(C)(C)CC2C)c1C (stereo not drawn) returned IEC-6 cytotox 5, aSyn 5UTR inh -29, TRPC4 inh inactive, TRPC4 act inactive, SKKanGAS inh -1, TRPC4 potent inactive, KLF5 inh -6, TRPC6 inhibitor inactive, HIF act -0.4, TRPC6 act inactive and MrgX1 antag inactive.
`Cc1ccc(C)c(NS(=O)(=O)c2cc(C(=O)N3CCCC3)ccc2Cl)c1` gave IEC-6 cytotox -2, aSyn 5UTR inh 6, TRPC4 inh inactive, TRPC4 act inactive, SKKanGAS inh -8, TRPC4 potent inactive, KLF5 inh -21, TRPC6 inhibitor inactive, HIF act -0.1, TRPC6 act inactive and MrgX1 antag inactive.
For CS(=O)(=O)c1ccc(C(=O)N2CC(=O)Nc3ccccc32)cc1 the results were IEC-6 cytotox 4, aSyn 5UTR inh 12, TRPC4 inh inactive, TRPC4 act inactive, SKKanGAS inh -2, TRPC4 potent inactive, KLF5 inh -19, TRPC6 inhibitor inactive, HIF act -2.2, TRPC6 act inactive and MrgX1 antag inactive.
Screening Cc1csc(NC(=O)CSc2nc3[nH]ncc3c(=O)[nH]2)n1 returned IEC-6 cytotox -5, aSyn 5UTR inh 7, TRPC4 inh inactive, TRPC4 act inactive, SKKanGAS inh -1, TRPC4 potent inactive, KLF5 inh -2, TRPC6 inhibitor inactive, HIF act 0.8, TRPC6 act inactive and MrgX1 antag inactive.
COc1cc2c3c(c1OC)C1(C=CC(=O)C=C1)CC3N(C(=O)CCC(=O)O)CC2 (stereo not drawn) was read as IEC-6 cytotox -5, aSyn 5UTR inh 8, TRPC4 inh inactive, TRPC4 act inactive, SKKanGAS inh -1, TRPC4 potent inactive, KLF5 inh 8, TRPC6 inhibitor inactive, HIF act 0.1, TRPC6 act inactive and MrgX1 antag inactive.
For CC1CCN(C(=O)Cn2c3ccccc3c3nc4n(c(=O)c32)CCCS4)CC1 the results were IEC-6 cytotox 0, aSyn 5UTR inh 22, TRPC4 inh inactive, TRPC4 act inactive, SKKanGAS inh 8, TRPC4 potent inactive, KLF5 inh -42, TRPC6 inhibitor inactive, HIF act -0.3, TRPC6 act inactive and MrgX1 antag inactive.
For COc1ccc(C(=O)Nc2cc(C)nc3ccccc23)cc1OC the results were IEC-6 cytotox -1, aSyn 5UTR inh 9, TRPC4 inh inactive, TRPC4 act inactive, SKKanGAS inh 2, TRPC4 potent inactive, KLF5 inh -22, TRPC6 inhibitor inactive, HIF act -0.6, TRPC6 act inactive and MrgX1 antag inactive.

Outcome played no part in choosing rows. About 5.8% of those tested had a hit in this group.
